High-throughput results from PubChem BioAssay.
NS5 inhibitors – Dengue-2 NS5 methyltransferase inhibitors, primary screen, biochemical, confirmation dose response (AID 588689) | Dengue-2 NS5 methyltransferase capping enzyme assay, biochemical; higher % means a stronger effect | 340,000 tested, 0.3% active | inhibition, % at 25 µM, or IC50 in µM where a hit was titrated; in the data active = a potency from the dose series; inconclusive = inhibition above about 29% without an active follow-up result
Myeloid diff 2 – compounds promoting myeloid differentiation | calls only at 10 µM | 360,000 tested, 1% active | ER-HoxA9 myeloid progenitors, lysozyme-GFP differentiation, flow cytometry;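 active = normalized GFP-positive differentiation at or above the plate's own cutoff, the solvent-only control mean plus 3 SD; inconclusive = no clear call, values can overlap the other calls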;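 note: cells exposed to compound for four days before flow analysis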
NS5 inhibitors pilot replicate – second read-out of NS5 inhibitors, no call of its own (marks repeat the call); inhibition, %; measured here: pilot screen replicate inhibition
Myeloid diff 2 GFP+ MAC1+ % – further read-out of Myeloid diff 2, marked with its call; GFP+ MAC1+ double positive, %; measured here: differentiation confirmed by MAC1 staining
Numbers without * were called inactive; i = inactive; ? = inconclusive; / = no result given; + = active, no number. Not all compounds are listed, so the mix of outcomes need not match the whole.

SMILES	NS5 inhibitors	Myeloid diff 2	Myeloid diff 2 GFP+ MAC1+ %	others
CC[C@]12c3[nH]c4ccc(OC)cc4c3CCN1C(=O)C(CC(=O)NCCCn1ccnc1)C[C@@H]2C(=O)N1CCN(C(=O)C2CC2)CC1 (stereo partly specified)	-2%	i	3.2	NS5 inhibitors pilot replicate=-2.1
CCOc1ccc(CCNC(=O)COc2cccc(-n3cnnn3)c2)cc1OCC	-4%	i	0.7
O=S(=O)(Nc1ccc2c(c1)OCO2)c1ccc(F)c(F)c1	-9%	i	0.6
Cc1ccc(S(=O)(=O)N2CCN(C(=O)COC(=O)c3ccccc3Cl)CC2)c(C)c1	-12%	i	0.3
CC(C)(C)CNC(=O)c1ccc2c(c1)S(=O)(=O)c1cc(Cl)ccc1C2=O	7%	i	1.9
O=C(NCC(F)(F)F)c1ccc(S(=O)(=O)Nc2ccccc2N2CCCC2)cc1	0%	i	1.8
COc1ccccc1OCC(=O)Nc1cc(Cl)ccc1N1CCCCC1	0%	i	0.8
c1ccc(C2=NOC(c3nnc(-c4ccccc4)o3)C2)cc1 (stereo unspecified)	?	i	1.7
CCOC(=O)c1c(CN2CCNCC2)nc2ccc(Cl)cc2c1-c1ccccc1	-4%	i	0.8
C[C@H](NC(=O)c1nc[nH]c1C(=O)N[C@@H](CCCCN)C(=O)OC(C)(C)C)C(=O)OC(C)(C)C	-4%	i	1.0
CC1NC(=O)c2cc3ccccc3cc2-n2c1nc1ccc(F)cc1c2=O (stereo unspecified)	-5%	i	0.9
CC1CC1C(=O)OCC(=O)NNC(=O)COc1ccc(Br)cc1 (stereo unspecified)	2%	i	0.3
COc1ccc(S(=O)(=O)N2CCN(Cc3cccc([N+](=O)[O-])c3)CC2)cc1	3%	i	0.8
O=C(COC(=O)c1ccc(Br)o1)Nc1ccc(F)cc1[N+](=O)[O-]	1%	i	0.3
COc1ccc(S(=O)(=O)N(C)C[C@H]2Oc3ccc(NC(=O)Nc4c(C)noc4C)cc3C(=O)N([C@H](C)CO)C[C@@H]2C)cc1	-4%	i	1.3

A draw from above in order of SMILES length, lowest first:
SMILES	NS5 inhibitors	Myeloid diff 2	Myeloid diff 2 GFP+ MAC1+ %	others
COc1ccccc1OCC(=O)Nc1cc(Cl)ccc1N1CCCCC1	0%	i	0.8
O=S(=O)(Nc1ccc2c(c1)OCO2)c1ccc(F)c(F)c1	-9%	i	0.6
CCOc1ccc(CCNC(=O)COc2cccc(-n3cnnn3)c2)cc1OCC	-4%	i	0.7
C[C@H](NC(=O)c1nc[nH]c1C(=O)N[C@@H](CCCCN)C(=O)OC(C)(C)C)C(=O)OC(C)(C)C	-4%	i	1.0

Among those listed so far, two contain a nitro group on carbon:
SMILES	NS5 inhibitors	Myeloid diff 2	Myeloid diff 2 GFP+ MAC1+ %	others
COc1ccc(S(=O)(=O)N2CCN(Cc3cccc([N+](=O)[O-])c3)CC2)cc1	3%	i	0.8
O=C(COC(=O)c1ccc(Br)o1)Nc1ccc(F)cc1[N+](=O)[O-]	1%	i	0.3

(next part)
SMILES	NS5 inhibitors	Myeloid diff 2	Myeloid diff 2 GFP+ MAC1+ %	others
Cc1cc(/C=C2/SC(=S)N(c3cccc(C(F)(F)F)c3)C2=O)c(C)n1-c1cccnc1	-76%	+	47*
CC[C@@H](C)[C@@H]1CN([C@@H](C)CN2CCC[C@H]2CN2C(N)=NC[C@H]2CC(C)C)C(=N)N1CCCC1CCCC1	1%	i	0.8
COC(=O)C1CC2(C(=O)OC)CC(C(=O)OC)(CC(C(=O)OC)C2=O)C1=O (stereo unspecified)	-6%	i	0.7
Cc1nn(-c2ccccc2)c(C)c1NC(=O)COC(=O)c1cc(Cl)ccc1O	-8%	i	1.0
COc1cccc(OC)c1C(=O)Nc1ccc(C(=O)c2ccncc2)cc1	7%	i	0.5
O=C(CC1CC2CCC1C2)N1CCN(S(=O)(=O)c2ccc(F)cc2)CC1 (stereo unspecified)	-1%	i	1.0
COc1ccc(S(=O)(=O)N(C)C[C@H]2Oc3ccc(NS(=O)(=O)c4ccccc4)cc3C(=O)N([C@H](C)CO)C[C@@H]2C)cc1	-2%	i	2.4	NS5 inhibitors pilot replicate=-4.5
Cc1ccc(S(=O)(=O)CCC(=O)NCc2ccccc2F)cc1	-4%	i	0.4
COCc1ccc(-c2c(-c3cc(OC)cc(OC)c3)oc(=O)c3cc(OC)c(OC)cc23)cc1	0%	i	3.0
O=C(Nc1ccccc1)O[C@@H]1C[C@H]2CCCC(=O)N3CC[C@@H](C1)[C@@H]23	0%	i	3.5
COc1ccc(NC(=O)Cn2c(C)csc2=O)c(OC)c1	-8%	i	0.5
O=C(Cc1ccc(NC(=O)C2CCCN(C(=O)C3CCCCC3)C2)cc1)Nc1cccc(C(=O)N2CCCC2)c1 (stereo unspecified)	-10%	i	0.3
CCOC(=O)C[C@H]1c2ccc(C(F)(F)F)cc2S(=O)(=O)N1c1cccc(OC)c1	0%	i	0.9
Cc1ccc(C=O)c([B-](F)(F)F)c1	-7%	i	0.5
CN1C[C@@H]2[C@@H]3C(=O)N(C)C(=O)[C@@H]3[C@](C)(C1=O)N2C(=O)c1ccc(F)cc1	-7%	i	1.0

A stretch of the results above:
SMILES	NS5 inhibitors	Myeloid diff 2	Myeloid diff 2 GFP+ MAC1+ %	others
O=C(Nc1ccccc1)O[C@@H]1C[C@H]2CCCC(=O)N3CC[C@@H](C1)[C@@H]23	0%	i	3.5
COc1ccc(NC(=O)Cn2c(C)csc2=O)c(OC)c1	-8%	i	0.5
O=C(Cc1ccc(NC(=O)C2CCCN(C(=O)C3CCCCC3)C2)cc1)Nc1cccc(C(=O)N2CCCC2)c1 (stereo unspecified)	-10%	i	0.3
CCOC(=O)C[C@H]1c2ccc(C(F)(F)F)cc2S(=O)(=O)N1c1cccc(OC)c1	0%	i	0.9
Cc1ccc(C=O)c([B-](F)(F)F)c1	-7%	i	0.5
CN1C[C@@H]2[C@@H]3C(=O)N(C)C(=O)[C@@H]3[C@](C)(C1=O)N2C(=O)c1ccc(F)cc1	-7%	i	1.0

Further records.
SMILES	NS5 inhibitors	Myeloid diff 2	Myeloid diff 2 GFP+ MAC1+ %	others
Cc1ccnc(NC(c2ccccc2)c2ccc3cccnc3c2O)c1 (stereo unspecified)	-4%	i	0.8
CC(=O)Nc1ccc(S(=O)(=O)N(C)CC(=O)OC(C)C(=O)NC2(C#N)CCCCC2)cc1 (stereo unspecified)	4%	i	1.7
CC(Oc1ccc(Br)cc1)C(=O)N(Cc1ccccc1)c1c(N)n(Cc2ccccc2)c(=O)[nH]c1=O (stereo unspecified)	-13%	i	0.9
COc1cccc(CNC(=O)CSc2nc3c(oc4ccccc43)c(=O)n2CC2CCCO2)c1 (stereo unspecified)	-7%	i	0.2
O=C(C1=C(O)C(=O)N(Cc2ccccc2)C1c1cccnc1)c1ccco1 (stereo unspecified)	-5%	i	1.4
O=C1C=C(c2ccc(Br)c3ccccc23)C[C@@H](c2ccc3c(c2)OCO3)C1	1%	i	1.4
CCC1CCCCN1C(=O)CCn1c(=O)oc2ccccc21 (stereo unspecified)	-9%	i	0.7
COc1ccc(C(=O)/C=C/c2ccc(O)cc2)c2c1CC(O)C(C)(C)O2 (stereo unspecified)	-10%	i	2.4
CN(Cc1ccco1)C(=O)c1cccc(S(=O)(=O)N2CCN(Cc3ccccc3)CC2)c1	-2%	i	0.9
O=C(c1ccc(-c2ccccc2Cl)o1)N1CCCCCCC1	-11%	i	0.4
O=[N+]([O-])c1ccc(Cl)c(S(=O)(=O)Nc2ccc(-c3ccc(N4CCCC4)nn3)cc2)c1	-9%	i	3.3
Cc1ccc(-c2csc3ncnc(N4CCN(S(=O)(=O)c5ccc(C#N)cc5)CC4)c23)cc1	1%	i	1.2
CON(C)S(=O)(=O)c1cccc(C(=O)Nc2ccc(S(=O)(=O)NC3=NCCCCC3)cc2)c1	-8%	i	0.5
CN(CC(=O)Nc1ccccc1Br)C(=O)c1cccc(S(=O)(=O)N2CCc3ccccc32)c1	-8%	i	0.7
Cc1cc(SCC(=O)OCC(=O)N(C)c2ccccc2)nc2ccccc12	1%	i	1.3
COc1ccc(C(CNC(=O)c2ccc(NS(=O)(=O)c3ccc(F)c(C)c3)cc2)N2CCOCC2)cc1 (stereo unspecified)	-4%	i	0.5
CC1(c2ccccc2)NC(=O)N(CC(=O)Nc2ccc(S(=O)(=O)Nc3ncccn3)cc2)C1=O (stereo unspecified)	-4%	i	0.6
COc1ncnc2c1ncn2CCCNCc1ccc(C)o1	-2%	i	1.5
O=C(COC(=O)c1cccc(F)c1)NC(=O)NC1CCCC1	1%	i	0.5
CC(C)(C)NC(=O)C(c1ccc(-c2ccccc2)cc1)N(C[C@H]1CC[C@@H]([C@@H]2CC[C@H](CO)O2)O1)C(=O)c1cccc(Cl)c1 (stereo partly specified)	-1%	i	0.7	NS5 inhibitors pilot replicate=-1.8
C[C@]1(O)CC(=O)C=C[C@H]1Nc1ccccc1	-7%	i	0.6
COc1ccccc1C(=O)NC(=O)COC(=O)Cc1ccccc1[N+](=O)[O-]	-6%	i	0.7
COc1ccccc1C(C)NCC(=O)NC(=O)NCc1ccco1 (stereo unspecified)	-1%	i	1.7
Cc1cccc(NC(=O)CN2CCN(C(=O)CN3C(=O)NC4(CC(C)CC(C)(C)C4)C3=O)CC2)c1C (stereo unspecified)	4%	i	1.8
CC(=O)OCC(=O)C12OC(C)(C)OC1CC1C3CC=C4CC(O)CCC4(C)C3CCC12C (stereo unspecified)	-4%	i	1.6
CC1(C(=O)OCC(=O)NNC(=O)COc2ccc(Cl)cc2)CC1(Cl)Cl (stereo unspecified)	-1%	i	0.8
Nc1ccc2c(c1)C(=O)c1cc(N)c(Cl)cc1-2	2%	?	/
CCOc1ccc(NC(=O)CN(C)C(=O)c2cn(-c3ccc(C)cc3)nc2-c2cccc(OC)c2)cc1OCC	1%	i	0.8
CCC(C)N(C(=O)CSc1nc(C)c(C)c(C)c1C#N)C1CCS(=O)(=O)C1 (stereo unspecified)	-6%	i	1.2
CCOc1ccccc1CNC(=O)C1CCN(S(=O)(=O)N2CCC(C)CC2)CC1	-4%	i	0.4
COC(=O)c1cc(OC)c(OC)cc1NC(=O)CSCc1c(C)noc1C	0%	i	1.4
Cc1ccc(CN(C)C(=O)c2cccc(S(=O)(=O)N3CCc4ccccc4C3)c2)o1	-9%	i	0.4
Cc1c(Br)cnn1C(C)C(=O)N1CCN(c2ccc(F)cc2)CC1 (stereo unspecified)	-1%	i	0.6
CCN1CCN(C(=O)c2cc(S(=O)(=O)N3CC(C)CC(C)C3)ccc2Cl)CC1 (stereo unspecified)	-4%	i	0.3
COc1ccccc1CNC(=O)CCNC(=O)c1ccco1	-3%	i	1.6
CC(=O)N1CCN(C(=O)c2cc(-c3ccc(C)o3)nc3ccccc23)CC1	-1%	i	0.7
COc1ccc(CCNC(=O)COc2ccc3c(c2)OCO3)cc1	-14%	i	0.8
Cc1csc(SCC(=O)NC2CCS(=O)(=O)C2)n1 (stereo unspecified)	-2%	i	1.1
O=C(C1CCCCC1)N1CCC2CC1c1cc(N3CCCCC3)ccc12 (stereo unspecified)	-8%	i	1.1
Cc1nn(CC(C)C)c(Cl)c1C(=O)N(C)CC(=O)Nc1ccc(Cl)cc1	1%	i	0.9
COc1ccc(-c2csc3ncnc(N4CCN(C(=O)c5ccco5)CC4)c23)cc1	-4%	i	1.2
O=C(Nc1ccccc1Cl)O/N=C/c1ccc(F)cc1	6%	i	0.5
O=C(CCc1nc2ccccc2c(=O)[nH]1)N1CCN(S(=O)(=O)c2ccccc2Br)CC1	-10%	i	0.2
O=S(=O)(NCCS(=O)(=O)N1CCN(c2ccccc2)CC1)c1ccc(F)cc1	1%	i	0.9
CC(=O)c1ccc(OC(C)C(=O)NC2CCCCC2C)cc1 (stereo unspecified)	-8%	i	0.6
COc1cc(C(=O)NCC(=O)NCCCSc2ccccc2)cc(OC)c1OC	-5%	i	1.1
O=C(COC(=O)c1cc[n+]([O-])cc1)Nc1cc([N+](=O)[O-])ccc1Cl	1%	i	0.8
Cc1c(NC(=O)c2cccc(NC(=O)C(C)Oc3ccccc3)c2)c(=O)n(-c2ccccc2)n1C (stereo unspecified)	2%	i	0.4
COC(=O)CSc1nc(SC)nc2c1sc1nc(-c3ccco3)c3c(c12)CC(C)(C)OC3	-8%	i	0.2
Cc1ccc2cc(C(c3nnnn3CC3CCCO3)N3CCCC4(CCCCC4)C3)c(=O)[nH]c2c1 (stereo unspecified)	-6%	i	0.4
O=C(CN1C(=O)NC2(CCCC2)C1=O)N1CCN(c2ccc(C(F)(F)F)cc2[N+](=O)[O-])CC1	-4%	i	0.7
CC(C)C(=O)Nc1cccc(COc2ccc(CN(Cc3ccccc3)C(=O)OC(C)(C)C)cc2)c1	5%	i	0.3
CCC1([N+](=O)[O-])COC(C=Cc2ccccc2)OC1 (stereo unspecified)	12%	i	1.3
COc1cccc(NC(=O)CN(C)C(=O)c2cc3ccccc3cc2OC)c1	9%	i	0.8
O=C1C(=O)c2ccccc2C(O)=C1C1CCC(c2ccc(Cl)cc2)CC1 (stereo unspecified)	-1%	i	6.7
COc1ccc([C@H]2CC(=O)C=C(c3ccc(F)nc3)C2)cc1OC	-11%	i	1.7
COc1cc(C(=O)OCC(=O)NC23CC4CC(CC(C4)C2)C3)cc(OC)c1OC	-2%	i	0.5
O=C(NN=Cc1ccccc1C(=O)O)c1ccc(NS(=O)(=O)c2cccs2)cc1	1%	i	1.7
C[C@H]1CN([C@@H](C)CO)C(=O)CCCn2nncc2CO[C@H]1CN(C)C(=O)c1ccc(N2CCN(C)CC2)cc1	-10%	i	1.3
CC(=O)c1ccc(S(=O)(=O)Nc2ccc(-n3cnnn3)cc2)cc1	-4%	i	0.5
